Myeloid diff 2: compounds promoting myeloid differentiation | hit rate 1% among 360,000 | ER-HoxA9 myeloid progenitors, lysozyme-GFP differentiation, flow cytometry | calls only at 10 µM | AID 624256;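 active means normalized GFP-positive differentiation at or above the plate's own cutoff, the solvent-only control mean plus 3 SD; inconclusive means no clear call, values can overlap the other calls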;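 further: cells exposed to compound for four days before flow analysis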
b-catenin transl: alters nuclear translocation of beta-catenin in HeLa cells. immunofluorescence imaging. nuclear translocation activity, % at 5 µM. hit rate 0.3% among 190,000. AID 1665;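 active means nuclear translocation activity above 50% at 5 µM, with a well cell count of 50 or more; inconclusive means wells under 50 cells across six images, flagged as toxic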;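 further: per-cell ratio of nuclear to cytoplasmic median beta-catenin stain intensity; plate controls were DMSO negative control for no effect and GSK-3 inhibitor IX positive control for full effect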
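System: Human HeLa cells, endogenous beta-catenin | Compound dosing: 5 µM primary, 0.02–20 µM confirmation | Timing: 24 h compound exposure at 37°C, 5% CO2 | Measured by: Fluorescence imaging of beta-catenin antibody stain plus DAPI | Read-out basis: % activation of per-cell nuclear versus cytoplasmic median beta-catenin signal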
Large T inhibition: SV40 large T antigen inhibitors, biochemical (AID 1903); SV40 large T antigen ATPase/helicase inhibition assay; higher % means a stronger effect; inhibition, % at 20 µM, or IC50 in µM where a hit was titrated; hit rate 0.39% among 310,000; in the data active means a potency from the dose series; inconclusive means inhibition mostly from about 32% at the one dose, without a potency; inactive means the rest, 99 in 100 with inhibition below about 32%; further: strong numbers were not always called active
MgcRacGAP inhibition: MgcRacGAP GTPase-activating activity inhibitors, confirmation, biochemical, ADP Hunter fluorescence | MgcRacGAP-stimulated Rac1 GTP hydrolysis, ADP Hunter fluorescence; higher % means a stronger effect; GST-tagged Rac1 F28L mutant substrate | hit rate 0.6% among 340,000 | inhibition, % at 30 µM, or IC50 in µM where a hit was titrated | AID 624330;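 active means first-screen hits whose inhibition reached a set limit at any dose in the follow-up dose series; inconclusive means inhibition above the set first-screen limit but never retested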;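 further: fluorescence reports GDP produced by GAP-driven GTP hydrolysis; strong numbers were not always called active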
RSV CPE inhibition: RSV antiviral activity via CPE protection, HEp-2 cells, primary 10 µM value included (AID 2391) | hit rate 0.13% among 310,000 | CPE inhibition, % at 10 µM, or IC50 in µM where a hit was titrated | HEp-2 cells, RSV-induced CPE inhibition; higher % means a stronger effect; in the data active means a potency from the dose series; inconclusive means CPE inhibition mostly from about 23% at the one dose, without a potency; inactive means the rest, 99 in 100 with CPE inhibition below about 21%; further: strong numbers were not always called active
West Nile virus CPE: West Nile virus antiviral activity, cell-based, CPE readout (AID 1621); West Nile virus-infected cells, CPE inhibition; higher % means a stronger effect; one-dose CPE inhibition, % at 10 µM; IC50 in µM for titrated hits; hit rate 0.02% among 290,000; in the data active means a potency from the dose series; inconclusive means CPE inhibition mostly from about 3.7% at the one dose, without a potency; inactive means the rest, 99 in 100 with CPE inhibition below about 2.2%; further: strong numbers were not always called active
PhoP inhibition: inhibitors of PhoP regulon expression, primary screen, Salmonella Typhimurium, GFP reporter (AID 1863). hit rate 0.16% among 300,000. one-dose inhibition, % at 50 µM; IC50 in µM for titrated hits. S. Typhimurium PhoP-regulated promoter GFP reporter, 4 h; higher % means a stronger effect;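 active means inhibition over 29.93%, a cutoff 3 SD above the screen mean, later confirmed by dose response; inconclusive means inhibition over 29.93% but no dose response follow-up; inactive means inhibition at most 29.93% or unconfirmed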;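 further: 0% = low Mg2+ inducing control and 100% = high Mg2+ repressing control; strong numbers were not always called active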
T cell modulator: modulates CD8 T cell binding to vesicles; 2C CD8+ T cell-vesicle binding, flow cytometry; stronger effect = lower value; calls only at 7 µM; hit rate 0.068% among 330,000;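 active means response, share of CD8 T cells binding vesicles, and their 90th percentile fluorescence all below set limits, cut at about 80% in these data, passing the limit was not always enough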
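Assay system – 2C mouse CD8+ T cells · Also added – QL9-loaded Drosophila micro-vesicles · Timing – Cell–vesicle co-incubation 1.5 h at 37 °C, staining 20 min on ice · Signal – flow cytometry of vesicle-bound cells · Measure – percent CD8+ FL2 mean versus row control · Controls – Peptide-free naked vesicles (low) and QL9 vesicles with 0.7% DMSO vehicle (high)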
WT yeast gro inh: growth inhibition of WT yeast, mitochondrial fusion screen; AID 1362; hit rate 2.1% among 190,000; mitochondrial fusion phenotypic screen, WT strain; inhibition, % at 10 µM; in the data active means inhibition above about 58%; tested in S. cerevisiae
WT yeast gro inh mutant strain: second read-out of WT yeast gro inh, no call of its own (marks repeat the call); inhibition, %; mitochondrial fusion phenotypic screen, mutant strain inhibition
b-catenin transl cell count 5 µM: further read-out of b-catenin transl, marked with its call; cell count; measured here: cell count, cytotoxicity flag
T cell modulator vesicle-bound %: second read-out of T cell modulator, no call of its own (marks repeat the call); double positive events, %; measured here: CD8+ vesicle-bound cell fraction;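 binding gate set so that unloaded-vesicle control wells show 10% double positive cells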
Myeloid diff 2 GFP+ MAC1+ %: also measured in Myeloid diff 2; calls as there; GFP+ MAC1+ double positive, %; measured here: differentiation confirmed by MAC1 staining
* hit, by the source's call; i = inactive; ? = inconclusive; / = no result given.

Results follow in this order: Myeloid diff 2	Myeloid diff 2 GFP+ MAC1+ %	b-catenin transl	b-catenin transl cell count 5 µM	Large T inhibition	MgcRacGAP inhibition	RSV CPE inhibition	West Nile virus CPE	PhoP inhibition	T cell modulator	T cell modulator vesicle-bound %	WT yeast gro inh	WT yeast gro inh mutant strain
- COc1ccc(NC(=O)CC2SC(=Nc3ccccc3)NC2=O)c(OC)c1 (centres undefined)
→ i	0.8	-3.7	1101	8%	3%	1.1%	0.7%	-6%	i	53	5	-3
- C=CCn1c(CNS(=O)(=O)c2ccc(F)cc2)n[nH]c1=S
→ i	1.4	/	/	19%	5%	0.8%	-0.8%	-1%	i	20	/	/
- O=C(NCCCN1CCOCC1)c1cc(C(=O)C2CC2)c[nH]1
→ i	0.8	/	/	12%	8%	-0.1%	-0.4%	-2%	i	52	-11	-4
- Cc1ccc(CNC(=O)Cn2cccc2C(=O)c2ccccc2)cc1
→ i	1.4	0.2	1059	3%	2%	1.4%	-0.7%	17%	i	40	-3	-11
- CCOC(=O)C1=C(C)NC(C)=C(C(=O)OCC)C1c1ccccc1/C=C/C(=O)OC(C)(C)C
→ /	/	/	/	5%	/	-3.4%	2.8%	7%	i	20	/	/
- CCCCc1nc(SCC(=O)N2CCCC2)c2c(=O)n(C)c(=O)n(C)c2n1
→ i	3.3	/	/	8%	2%	1.6%	-0.6%	-1%	i	10	/	/
- CCCCCN(C(=O)CCC(=O)OCCOc1ccccc1Cl)c1c(N)n(CCCC)c(=O)[nH]c1=O
→ i	0.5	/	/	22%	4%	-2.1%	/	-5%	i	24	/	/
- Cc1ccc(-c2nc3sc4c(c3c(=O)n2N)CCCC4)cc1
→ i	0.8	-0.3	1112	11%	6%	4.2%	-1.1%	4%	i	49	-1	17
- COc1ccc2c(c1)CCCN2C(N)=O
→ i	22	4.0	1061	3%	-3%	1.5%	-0.4%	10%	i	21	12	13
- O=C1CCc2cc(S(=O)(=O)Nc3ccc(F)cc3)cc3c2N1CC3
→ i	0.6	/	/	15%	7%	1.6%	/	-5%	i	30	/	/
- COCC(C)n1c(SCC(=O)NCCC2=CCCCC2)nc2ccccc2c1=O (centres undefined)
→ i	1.8	-5.0	1190	-2%	13%	2.7%	-0.7%	-3%	i	22	3	9
- COc1cc(C(C)=O)ccc1OCC(=O)OCCCOC(=O)COc1ccc(C(C)=O)cc1OC
→ i	5.8	/	/	15%	12%	1.8%	-0.2%	-5%	i	14	/	/
- c1csc(-c2nn3c(Cn4cnc5ccccc54)nnc3s2)c1
→ i	3.8	-0.4	1018	14%	17%	<0.1µM*	-0.1%	-8%	i	29	-5	5
- Cc1ccc(C)c(NC(=O)c2c(Cl)nc3ccccn23)c1
→ i	0.5	-6.3	1066	9%	11%	1.6%	-0.6%	-2%	i	21	-6	26
- N#CCCN(C(=O)CSc1ccc2c(c1)OCCO2)c1ccc(F)cc1
→ i	1.6	/	/	5%	11%	-0.5%	-0.4%	-2%	i	8	0	9
- COC(=O)c1cc(NS(=O)(=O)c2cccc(Cl)c2)ccc1N1CCOCC1
→ i	0.5	-1.1	1372	11%	6%	1.4%	0.2%	2%	i	23	/	/
- COc1ccc(CC(=O)N/N=C/c2ccc(-c3ccc(F)cc3)o2)cc1OC
→ i	0.5	-0.1	1350	10%	1%	/	-0.2%	-6%	i	22	/	/
- O=C(Nc1ccc(CN2CCOCC2)cc1)c1ccc(Cl)cc1
→ i	0.3	/	/	7%	-14%	?	-0.7%	-6%	i	62	/	/
- COCCCNc1nc2c(-c3ccc(C)cc3)nnn2c2ccccc12
→ i	0.4	/	/	1%	-4%	6.0%	-0.5%	-6%	i	38	/	/
- CCCCc1sc(-c2c(C#N)c(N)nc3c2CCCCC3)cc1[N+](=O)[O-]
→ i	5.7	-0.8	1384	3%	2%	2.4%	-0.1%	0%	i	30	0	-3

The listing continues:
Results follow in this order: Myeloid diff 2	Myeloid diff 2 GFP+ MAC1+ %	b-catenin transl	b-catenin transl cell count 5 µM	Large T inhibition	MgcRacGAP inhibition	RSV CPE inhibition	West Nile virus CPE	PhoP inhibition	T cell modulator	T cell modulator vesicle-bound %	WT yeast gro inh	WT yeast gro inh mutant strain
- Cc1nnc(SCC(=O)Nc2ccc3c(c2)COC3=O)n1-c1ccccc1
→ i	0.6	-1.4	1242	-1%	1%	-0.1%	0.9%	3%	i	24	10	0
- COc1ccc(C(=O)C[n+]2cccc3cc(C)ccc32)cc1
→ i	0.9	/	/	-1%	7%	2.1%	0.3%	-7%	i	55	/	/
- CCc1ccccc1OCC(=O)OCC(=O)N1CC(=O)Nc2ccccc21
→ i	1.1	-6.6	1217	4%	3%	-0.2%	2.7%	13%	i	54	-19	-19
- CN1C(=O)C(C)(C)c2cc(S(=O)(=O)N3CCCC(C(=O)NCc4ccc(Cl)cc4)C3)ccc21 (centres undefined)
→ i	2.7	/	/	/	-5%	2.4%	0.1%	/	i	10	/	/
- CCC(c1nnnn1C1CCCC1)N(Cc1cccs1)Cc1cc2cc(C)ccc2[nH]c1=O (centres undefined)
→ i	0.8	91*	521*	10%	4%	0.1%	-0.3%	-15%	i	11	28	-6
- OCCN1CCOCCN(CCO)CCOCC1
→ i	2.3	-7.3	912	14%	0%	0.8%	0.3%	0%	i	4	-7	-10
- C/C=C/c1ccc(OCC(O)CN(C)Cc2ccc(SC)cc2)c(OC)c1 (centres undefined)
→ i	0.3	/	/	8%	13%	-0.1%	-1.1%	6%	i	56	/	/
- O=c1cc(O)nc[nH]1
→ i	0.7	-0.8	1308	11%	-6%	-0.9%	0.2%	-4%	i	38	/	/
- CC(=O)c1cn(-c2ccc(Cl)cc2)c(=O)n(Cc2ccc(F)cc2)c1=O
→ i	0.3	-3.5	1052	6%	2%	-1.0%	-0.8%	4%	i	20	-4	-1
- Cc1ccc(S(=O)(=O)N(Cc2ccc(C(F)(F)F)cc2)C(=O)N2CCN(C)CC2)cc1
→ i	0.3	/	/	1%	3%	-2.1%	/	10%	i	40	/	/
- O=C(N/C(=C\c1ccco1)C(=O)N1CCCC1CO)c1ccccc1 (centres undefined)
→ i	0.3	/	/	-5%	-3%	0.5%	-0.1%	-1%	i	50	/	/
- COc1cc(C(=O)NCc2ccc3[nH]c(C)cc3c2)cc(OC)c1OC
→ i	0.8	-5.8	1064	13%	3%	-1.7%	-0.2%	-4%	i	35	4	-4
- CCn1c(=O)cc(N2CCCCC2)[nH]c1=O
→ i	0.8	-1.7	1361	11%	10%	0.7%	0.1%	-3%	i	20	-4	-6
- COc1cc2c(c3oc(-c4ccccc4)cc(=O)c13)C=CC(C)(C)O2
→ i	2.5	-2.4	1090	11%	10%	2.2%	0.5%	-5%	i	36	45	16
- Clc1ccc(-c2nnnn2-c2ccc(Cl)cc2)cc1
→ i	0.4	0.6	1259	11%	/	1.7%	-0.3%	-5%	i	43	/	/
- O=C(COC(=O)c1ccccn1)Nc1nccs1
→ i	0.2	-2.0	1005	1%	-1%	2.6%	2.0%	15%	i	36	-4	-20
- Cc1onc(-c2ccccc2)c1C(=O)Nc1nncs1
→ i	0.2	/	/	4%	7%	0.9%	-0.5%	-4%	i	8	/	/
- O=C(CSc1nnc(-c2ccccc2)n1Cc1ccccc1)N1CCCC1
→ i	1.1	-6.1	1040	8%	2%	1.5%	-0.5%	-6%	i	31	-4	0
- CCOC(=O)CSc1nc2cc3c(cc2cc1C#N)OCCO3
→ i	0.7	1.1	1521	0%	3%	1.6%	-0.6%	5%	i	60	6	3
- Cc1c(Cl)cccc1NC(=O)CN(C1CCCCC1)S(C)(=O)=O
→ i	0.0	/	/	4%	3%	-0.1%	-0.5%	1%	i	48	/	/
- Cn1cnnc1SCc1ccccc1Br
→ i	0.9	/	/	-3%	7%	0.2%	0.7%	16%	i	13	-14	-1
- CCOC(=O)c1cc(C#N)c(Nc2ccc(C)cc2)nc1C(F)(F)F
→ i	0.2	0.3	1344	6%	7%	3.6%	-0.5%	-1%	i	62	/	/
- COc1ccc(NC(=O)CSc2nc3ccccc3nc2N2CCCC2)c(OC)c1
→ i	3.9	/	/	3%	5%	0.8%	2.3%	/	i	40	/	/

Eight entries from above in a different format:
SMILES | Myeloid diff 2 | Myeloid diff 2 GFP+ MAC1+ % | b-catenin transl | b-catenin transl cell count 5 µM | Large T inhibition | MgcRacGAP inhibition | RSV CPE inhibition | West Nile virus CPE | PhoP inhibition | T cell modulator | T cell modulator vesicle-bound % | WT yeast gro inh | WT yeast gro inh mutant strain
Cc1nnc(SCC(=O)Nc2ccc3c(c2)COC3=O)n1-c1ccccc1 | i | 0.6 | -1.4 | 1242 | -1% | 1% | -0.1% | 0.9% | 3% | i | 24 | 10 | 0
COc1ccc(C(=O)C[n+]2cccc3cc(C)ccc32)cc1 | i | 0.9 | / | / | -1% | 7% | 2.1% | 0.3% | -7% | i | 55 | / | /
CCc1ccccc1OCC(=O)OCC(=O)N1CC(=O)Nc2ccccc21 | i | 1.1 | -6.6 | 1217 | 4% | 3% | -0.2% | 2.7% | 13% | i | 54 | -19 | -19
CN1C(=O)C(C)(C)c2cc(S(=O)(=O)N3CCCC(C(=O)NCc4ccc(Cl)cc4)C3)ccc21 (centres undefined) | i | 2.7 | / | / | / | -5% | 2.4% | 0.1% | / | i | 10 | / | /
CCC(c1nnnn1C1CCCC1)N(Cc1cccs1)Cc1cc2cc(C)ccc2[nH]c1=O (centres undefined) | i | 0.8 | 91* | 521* | 10% | 4% | 0.1% | -0.3% | -15% | i | 11 | 28 | -6
OCCN1CCOCCN(CCO)CCOCC1 | i | 2.3 | -7.3 | 912 | 14% | 0% | 0.8% | 0.3% | 0% | i | 4 | -7 | -10
C/C=C/c1ccc(OCC(O)CN(C)Cc2ccc(SC)cc2)c(OC)c1 (centres undefined) | i | 0.3 | / | / | 8% | 13% | -0.1% | -1.1% | 6% | i | 56 | / | /
O=c1cc(O)nc[nH]1 | i | 0.7 | -0.8 | 1308 | 11% | -6% | -0.9% | 0.2% | -4% | i | 38 | / | /

From PubChem BioAssay
